ER stress surv: ER stress cell death inhibition | CSM14.1 thapsigargin ER stress survival, ATP luminescence | AID 1010 | relative survival (cellular ATP), % at 15 µg/mL (by protocol) | actives 0.33% (n = 48,000);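 active means survival measured by cellular ATP above 50% at 15 µg/ml in the first screen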;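 further: cell death triggered by about 15 µM thapsigargin; ATP read 24 h after thapsigargin was added; plate controls were thapsigargin with DMSO for no effect and DMSO without thapsigargin for full effect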
An asterisk follows results filed as active; & = joins results of further samples.

SMILES	ER stress surv
CCOC(=O)c1c(N)sc2c1CCN(C(=O)OCC)C2	10
COc1ccc(NC(=O)/C=C/c2ccc(OC)c(OC)c2)c(OC)c1	1
Cc1ccc(OCCOCCOc2cccc(/C=c3\sc4nc5ccccc5n4c3=O)c2)cc1	0
CCOC(=O)c1c(CN(CC)CC)n(C)c2cc(Br)c(OC)cc12	-2
CC1(C)Cc2c(sc3nc(-c4ccccc4)oc(=O)c23)CO1	4
Cc1ccc(S(=O)(=O)NCC(c2ccccc2)N2CCOCC2)cc1 (configuration not stated)	-3
OC[C@H]1O[C@@H](Nc2cccc3ccccc23)[C@H](O)[C@@H](O)[C@H]1O	-18
Cc1ccc(C2=NN(C(=N)SC3CC(=O)N(c4ccccc4F)C3=O)C(c3ccc(Br)cc3)C2)cc1 (configuration not stated)	2
CCN(CC)C(=O)Sc1nc2ccccc2s1	-9
COc1ccc(C2=N/C(=C/c3ccc([N+](=O)[O-])cc3)C(=O)N2c2ccc(F)cc2)cc1	8
COc1ccc(Cl)cc1NC(=O)C1=C(C)NC(=S)NC1c1ccc([N+](=O)[O-])cc1 (configuration not stated)	3
COc1cccc(NC(=O)c2sc3cc(C)ccc3c2Cl)c1	0
CCOc1cc(C2/C(=C(\O)c3ccc(C)cc3)C(=O)C(=O)N2c2nncs2)ccc1O (configuration not stated)	0
COc1ccc(C(=O)O/N=C(\N)c2ccc(OC)c(OC)c2)cc1OC	-2
O=C(CCc1n[nH]c(=O)[nH]c1=O)N/N=C/c1ccc(C(F)(F)F)cc1	0
COc1ccccc1C/C(N)=N/OC(=O)c1ccc(Br)cc1	2
CC(CNC(=O)C(c1ccccc1)c1ccccc1)c1ccccc1 (configuration not stated)	-1
COc1ccc(C2Nc3ccccc3NC3=C2C(=O)CC(c2ccccc2)C3)cc1 (configuration not stated)	22
COCCCNC(=O)CN(c1ccc(C)cc1)S(=O)(=O)c1ccc(SC)cc1	6
FC(F)(F)COc1nc(N2CCOCC2)nc(N2CCN(c3ccccc3)CC2)n1	-4
COc1ccc(S(=O)(=O)N2CCN(Cc3ccc(OC)c(OC)c3)CC2)cc1	1
N/C(=N\OC(=O)c1cccc(F)c1)c1ccccc1	-23
CCOC(=O)N1CCN(c2cc(C)c([N+](=O)[O-])cc2F)CC1	12
COC(=O)C1C(c2ccccc2)=NN(c2ccccc2)C1C(=O)OC (configuration not stated)	6
CCOC(=O)C1=C(C)NC(=O)NC1c1ccccc1Cl (configuration not stated)	8

Three records drawn at random from the list so far, as already listed:
SMILES	ER stress surv
O=C(CCc1n[nH]c(=O)[nH]c1=O)N/N=C/c1ccc(C(F)(F)F)cc1	0
Cc1ccc(S(=O)(=O)NCC(c2ccccc2)N2CCOCC2)cc1 (configuration not stated)	-3
CCOc1cc(C2/C(=C(\O)c3ccc(C)cc3)C(=O)C(=O)N2c2nncs2)ccc1O (configuration not stated)	0

(listing goes on)
SMILES	ER stress surv
O=C(O)c1cc2n(n1)C(C(F)(F)F)CC(c1cccs1)N2 (configuration not stated)	3
O=[N+]([O-])c1cc(-c2ccn[nH]2)c(Cl)cc1Cl	2
CC1CCCC(C)N1C(=O)c1ccc(I)cc1 (configuration not stated)	8
COCCCNS(=O)(=O)c1cc(Cl)ccc1Cl	2
Cc1ccc(/C=N/c2nc3ccc(Br)cc3n2C)c(O)c1	-4
CCN1C(=O)/C(=C\c2ccccc2O)C(C(=O)OC)=C1C	-3
COc1ccc(OC)c(NC(=O)/C=C/c2ccc(Cl)cc2Cl)c1	-3
Cc1cc(NC(=O)Nc2cccc(F)c2)no1	1
Cc1ccc(NC(=O)CN(c2ccc(Br)cc2)S(C)(=O)=O)cc1	1
CCOC(=O)C1=C(C)NC(=S)NC1c1ccc(OCc2ccccc2)cc1 (configuration not stated)	-7
Cc1cccc(OCCOc2ccccc2/C=N/n2cnnc2)c1	9
COc1ccc(Cl)cc1N(CC(=O)NCCSc1nc2ccccc2s1)S(=O)(=O)c1ccccc1	6
O=C1S/C(=C\c2ccc(O)cc2)C(=O)N1Cc1ccccc1	-2
COc1cccc(NC2=C(Cl)C(=O)N(c3ccc(C)cc3C)C2=O)c1	4
O=C(Nc1ccc(OCc2ccccc2)cc1)c1ccc(Cl)c([N+](=O)[O-])c1	4
COc1ccc(NC(=O)c2ccc(Cl)c(Cl)c2)cc1OC	5
CCC1=NN2C(=N)/C(=C/c3ccc(-c4cc(Cl)ccc4Cl)o3)C(=O)N=C2S1	6
CCOC(=O)c1c(NC(=S)NC(=O)c2ccc(OC)cc2)sc2c1CCC(C)C2 (configuration not stated)	15
O=C(NCCc1ccccc1Cl)C1CC(=O)N(c2ccccc2)C1 (configuration not stated)	4
O=C(O)CC(Cc1ccc(Br)cc1)C(=O)NCc1ccccc1 (configuration not stated)	-2
Cc1ccc(C)n1-c1cc(C(=O)O)ccc1Cl	3
CCN(CC)c1ccc(N2C(=O)/C(=C/c3ccccc3[N+](=O)[O-])SC2=S)cc1	-1
CC(C)CC(=O)Nc1ccc(-c2nc3ccccc3s2)cc1	-9
O=C(CSc1ncn[nH]1)Nc1ccc([N+](=O)[O-])cc1	2&-1
COc1ccc(NC(=O)c2cc3ccccc3cc2OC)cc1OC	3
SMILES	ER stress surv
O=C(NC1CCN(Cc2ccccc2)CC1)c1ccccc1F	12
Cc1ccc(CN=C(N)Nc2nc(C)cc(C)n2)cc1	-8
COC(=O)C1=C(C)NC(=O)CC1c1ccccc1Br (configuration not stated)	14
COc1cc(C(=O)N2CCC(Cc3ccccc3)CC2)c([N+](=O)[O-])cc1OC	2
COC(=O)C1=CN(Cc2ccc(OC)cc2)C=C(C(=O)OC)C1c1cccs1	10
CCOc1ccc(NC(=O)COc2ccc(Br)cc2)cc1	3
O=[N+]([O-])c1ccc(Cl)c(/C=N/N2CCN(c3ccccc3)CC2)c1	3
CCOc1cc(/C=C2\SC(=S)NC2=O)ccc1OCc1c(C)no[n+]1[O-]	1
O=S(=O)(Nc1ccc(O)c(Cl)c1)c1cc(Cl)ccc1Cl	3
O=C(NNc1nc(Nc2ccccc2)nc(N2CCOCC2)n1)Nc1ccc(Cl)cc1	4
O=C1NC(=S)S/C1=C\c1cc(Cl)c(OCc2ccccc2)c(Cl)c1	2
Cc1cccc(N2C(=O)C3C4c5ccccc5C(C)(c5ccccc54)C3C2=O)c1C (configuration not stated)	-1
Cc1ccc(NCC(=O)N/N=C\c2ccc(OC(=O)c3ccccc3)cc2)cc1	9
O=C(NCC(O)c1ccccc1)C(=O)NC1CC1 (configuration not stated)	-1
CC(=O)c1ccc(NC(=O)C2CCC2)cc1	2
O=C(CC1Sc2ccccc2NC1=O)Nc1ccc(OC(F)F)cc1 (configuration not stated)	0
Cc1cc(OCC(=O)Nc2ccc(NC(=O)c3ccccc3)c(Br)c2)cc(C)c1Cl	6
O=C(CN1C2=NCCN2c2ccccc21)c1cccc([N+](=O)[O-])c1	-3
CCCCCCCCC(=O)N/N=C/c1ccccn1	4
O=C(O)CCCCCNC(=O)c1ccccc1O	0
COc1ccc(CCN2C(=O)CC(N3CCN(C/C=C\c4ccccc4)CC3)C2=O)cc1OC (configuration not stated)	3
Cc1ccc(N2CCCCC2)c2c1C(=O)c1ccccc1C2=O	5
O=C(Nc1ncc(Cc2ccc(Cl)cc2Cl)s1)c1ccccc1	0
CC(C)C(=O)NS(=O)(=O)c1ccc(NC(=O)C(F)(F)F)cc1	4
CN(C1=NS(=O)(=O)c2ccccc21)c1ccccc1	4
SMILES	ER stress surv
COC(=O)C(Cc1ccc(O)cc1)N=Cc1ccccc1O (configuration not stated)	-6
COCCOC(=O)c1ccc(NC(=O)c2c(-c3ccccc3Cl)noc2C)cc1	4
O=c1c2c(nc3cc(-c4ccc(Br)cc4)[nH]n13)CCCC2	8
O=C(O)CCCC(=O)N1CCN(C(c2ccccc2)c2ccccc2)CC1	2
CC1(C)Nc2ccccc2N(Cc2ccc(Cl)c(Cl)c2)C1=O	6
COc1ccc(Cl)cc1C(=O)Nc1ccccc1[N+](=O)[O-]	8
Cc1cccc(C)c1NC(=O)c1cc2ccccc2o1	-3
Cc1ccc(N2CCOCC2)c2c1C(=O)c1ccccc1C2=O	8
CCN(CC)C(=O)CN1C(=O)C(=O)c2ccccc21	-8
CCOc1ccc(-c2cc(C(=O)Nc3nnc(C)s3)c3ccccc3n2)cc1	7
C=C(C)Cn1c(-c2ccccc2)n[nH]c1=S	3
COC(=O)c1ccccc1NC(=O)COc1cc(C)cc(C)c1	1
CC(=O)c1ccc(NC(=O)c2cc3cc(Br)ccc3oc2=O)cc1	0
COc1ccc2c(-c3ccccc3)cc(=O)[nH]c2c1	0
CC(C)(C)c1nnc(NC(=O)CSc2nnnn2-c2ccccc2)s1	6
O=C(CCc1ccccc1)Nc1ccccc1C(=O)Nc1ccccc1	1
O=C1c2ccccc2NC(c2cccc(O)c2)N1c1ccccc1 (configuration not stated)	0
Oc1ccc(Br)cc1CN1CCN(Cc2cccc3ccccc23)CC1	21
O=C(c1ccc(Cl)cc1)N1CCN(c2ccc(Cl)cc2[N+](=O)[O-])CC1	5
COc1ccc(C(C2=C(O)CC(C)(C)CC2=O)C2C(=O)CC(C)(C)CC2=O)cc1OC (configuration not stated)	1
CC(C)(C)C1CCc2c(sc3c2c(=O)n(Cc2ccccc2)c2n[nH]c(=S)n32)C1 (configuration not stated)	13
O=S(=O)(CCc1nnc(-c2ccccc2)o1)c1ccc2ccccc2c1	2
O=C(COc1ccc(Cl)cc1)Nc1nc(-c2ccc(S(=O)(=O)N3CCOCC3)cc2)cs1	4
CCOC(=O)c1c(-c2ccccc2)csc1NC(=O)c1ccc(N2C(=O)CCC2=O)cc1	4
CCCc1ncc(C(O)c2ccc(OCC)cc2)n1C (configuration not stated)	-4
SMILES	ER stress surv
COc1ccc(OCCCCN2CCN(C)CC2)cc1	-2
COc1cccc(/C(C)=N/NC(=O)C2CC2)c1	3
COC(=O)c1sc(NC(=O)c2ccccc2F)c(C(=O)OC)c1C	10
COC(=O)c1sc(NC(=O)/C=C/c2cccc([N+](=O)[O-])c2)c(C(=O)OC)c1C	3
C=CCN1C(=O)/C(=C/c2ccc(O)c(OC)c2)S/C1=N\S(=O)(=O)c1ccc([N+](=O)[O-])cc1	16
COc1cccc(C(=O)N2CCN(C3CCCC3)CC2)c1	1
CCCC(=O)Nc1ccc(C(=O)/C=C/c2ccc(Cl)cc2Cl)cc1	0
COc1cc(/C=C2\C=C(c3ccc(Cl)cc3)OC2=O)cc(Br)c1OC(C)=O	10
O=C(Cc1cccs1)Nc1ccc(Br)cc1C(=O)O	-3
COc1ccc(C2C(=O)c3ccccc3C2=Nc2ccc(Br)cc2)cc1 (configuration not stated)	2
CC(C)COc1ccc(C(=O)Nc2ccc([N+](=O)[O-])cc2)cc1	4
C/C(=N\N=C1\NC(=O)C(CC(=O)Nc2ccccc2C(F)(F)F)S1)c1ccco1 (configuration not stated)	-2
Clc1ccc(N2CCN(/N=C\c3ccc4c(c3)OCO4)CC2)cc1	10
O=C(Nc1ccc2nn(-c3cccc4ccccc34)nc2c1)c1ccc([N+](=O)[O-])o1	8
CCCN1C(=O)C(=Cc2nc3ccccc3c(=O)n2CC)c2cc(Br)ccc21	-1
COc1ccc(C(NC(=O)c2ccco2)c2ccc(OC)c(OC)c2)cc1 (configuration not stated)	8
O=C(O)c1cc(S(=O)(=O)N2CCCCCC2)c(Cl)cc1Cl	14
CCOc1cc(/C=C2/SC(=S)N(CC)C2=O)cc(Br)c1OCCOc1cccc(OC)c1	11
COc1ccc(NC(=O)c2cnn3c2NC(c2ccccc2)CC3C(F)(F)F)cc1OC (configuration not stated)	-15
CC(C)CN1C(=O)/C(=C/c2ccco2)SC1=S	-2
COc1ccc(CNS(=O)(=O)c2c(C)cc(C)cc2C)cc1	2
Cc1cc(C)nc(SCC(=O)Nc2ccc(C)c(NC(=O)CSc3nc(C)cc(C)n3)c2)n1	9
O=C(c1cccc(Br)c1)N1CCN(c2ccccn2)CC1	3
O=C(CCC1CCCC1)N1CCN(C2CCCCC2)CC1	-4
O=C(Nc1ccc(N2CCOCC2)cc1)c1ccc(-c2ccccc2)cc1	9

Molecules above with a COOH group (7):
SMILES	ER stress surv
O=C(O)c1cc2n(n1)C(C(F)(F)F)CC(c1cccs1)N2 (configuration not stated)	3
O=C(O)CC(Cc1ccc(Br)cc1)C(=O)NCc1ccccc1 (configuration not stated)	-2
Cc1ccc(C)n1-c1cc(C(=O)O)ccc1Cl	3
O=C(O)CCCCCNC(=O)c1ccccc1O	0
O=C(O)CCCC(=O)N1CCN(C(c2ccccc2)c2ccccc2)CC1	2
O=C(Cc1cccs1)Nc1ccc(Br)cc1C(=O)O	-3
O=C(O)c1cc(S(=O)(=O)N2CCCCCC2)c(Cl)cc1Cl	14

Exported bar-delimited: part of the list above
SMILES | ER stress surv
COc1cc(/C=C2\C=C(c3ccc(Cl)cc3)OC2=O)cc(Br)c1OC(C)=O | 10
COc1ccc(CNS(=O)(=O)c2c(C)cc(C)cc2C)cc1 | 2

Taken from above.
In ER stress surv, `CC(C)(C)c1nnc(NC(=O)CSc2nnnn2-c2ccccc2)s1` reads 6
In ER stress surv, `COc1ccc(Cl)cc1NC(=O)C1=C(C)NC(=S)NC1c1ccc([N+](=O)[O-])cc1` (configuration not stated) reads 3
In ER stress surv, `O=C(NNc1nc(Nc2ccccc2)nc(N2CCOCC2)n1)Nc1ccc(Cl)cc1` reads 4
In ER stress surv, `COc1ccc(C(NC(=O)c2ccco2)c2ccc(OC)c(OC)c2)cc1` (configuration not stated) reads 8
In ER stress surv, `O=S(=O)(CCc1nnc(-c2ccccc2)o1)c1ccc2ccccc2c1` reads 2
In ER stress surv, `C=CCN1C(=O)/C(=C/c2ccc(O)c(OC)c2)S/C1=N\S(=O)(=O)c1ccc([N+](=O)[O-])cc1` reads 16
In ER stress surv, `Cc1ccc(N2CCOCC2)c2c1C(=O)c1ccccc1C2=O` reads 8

Carrying on.
SMILES	ER stress surv
CCCCc1ccc(/C=N/Nc2ccc([N+](=O)[O-])cc2)s1	5
Cc1cc(C)c(C#N)c(SCC(=O)N2CCOCC2)n1	6
O/N=C/c1ccccc1OCc1ccccc1	15
CC(C)(C)NC(=O)C(=O)N/N=C/c1ccc(Cl)cc1Cl	4
CC(C)OC(=O)c1c(-c2ccccc2)csc1NC(=O)CCC(=O)O	1
CCOc1cc(/C=N/Nc2nc(-c3ccccc3)cs2)ccc1O	5
CCc1cc(C)cc(OCCn2cc(/C=C3/SC(=S)NC3=O)c3ccccc32)c1	5
CC(C)COc1ccc(Cc2c(O)nc(N)[nH]c2=O)cc1	11

Assay outcomes as filed in PubChem BioAssay.

Some of the compounds tested, so the mix of outcomes need not match the whole.
